AmpC no deterg: qHTS Inhibitors of AmpC Beta-Lactamase (assay without detergent); P00811; AmpC nitrocefin hydrolysis, absorbance 480 nm, 0.0001% Triton; Potency, µM (series often up to 57.1 µM), for inactives: at the highest dose activity change, negative = inhibition, hits mostly inhibitors; 330,000 tested, 0.52% active; AID 485341, 2010;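 note: potency is the fitted concentration of half-maximal effect; plate controls were no compound for no effect and no enzyme for full effect; nearly all actives have a fitted effect of over 20% in size; some results filed as inactive show a strong effect at the top dose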
Target sequence (P00811 whole entry, looked up): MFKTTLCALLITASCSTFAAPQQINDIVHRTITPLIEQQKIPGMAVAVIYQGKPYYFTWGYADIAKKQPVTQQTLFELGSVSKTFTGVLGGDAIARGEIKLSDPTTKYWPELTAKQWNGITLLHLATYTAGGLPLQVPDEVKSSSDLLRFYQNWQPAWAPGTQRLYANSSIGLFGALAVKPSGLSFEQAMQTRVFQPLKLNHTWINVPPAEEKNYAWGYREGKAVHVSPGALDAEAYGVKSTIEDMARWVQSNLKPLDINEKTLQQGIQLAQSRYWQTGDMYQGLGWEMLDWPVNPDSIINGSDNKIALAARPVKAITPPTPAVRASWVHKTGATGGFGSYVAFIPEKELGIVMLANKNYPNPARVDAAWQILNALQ
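20 mM phosphate pH 7.0 + 0.01% (detergent screen) or 0.0001% Triton X-100; 5.3 nM AmpC reagent; cpd preinc 15 min RT; nitrocefin (800 uM stock) to start; A480 q20 s × 4 min; Activity was normalised to no-enzyme and no-compound control wells.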
Giardia FBPA inh: qHTS Assay for Inhibitors of Fructose-1,6-bisphosphate Aldolase from Giardia Lamblia; A8B2U2; purified Giardia FBPA; Potency, µM (titrated, usually from 59.6 µM), without a hit: at the highest dose activity, negative = inhibition, most hits filed as inhibitors; 290,000 tested, 0.71% active; AID 2451, 2010; note: potency is the fitted concentration of half-maximal effect; % is set by controls: 0 for no effect and ±100 for the full control effect; nearly all actives have a fitted effect of over 55% in size
Target sequence (A8B2U2 whole entry, looked up): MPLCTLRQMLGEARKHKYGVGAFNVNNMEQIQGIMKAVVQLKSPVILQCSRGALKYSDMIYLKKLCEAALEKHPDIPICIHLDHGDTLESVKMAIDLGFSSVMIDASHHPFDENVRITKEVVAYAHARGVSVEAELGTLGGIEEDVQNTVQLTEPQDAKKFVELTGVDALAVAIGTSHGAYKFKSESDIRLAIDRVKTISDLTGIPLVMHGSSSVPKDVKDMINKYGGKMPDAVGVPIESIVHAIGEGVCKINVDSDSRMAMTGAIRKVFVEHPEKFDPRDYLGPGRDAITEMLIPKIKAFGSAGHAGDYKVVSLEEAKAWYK
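Giardia FBPA (40 nM reagent) was preincubated 10 min at RT with compound (up to 57.5 uM final), then substrate plus GAPDH/TPI/NAD/arsenate coupling system with diaphorase/resazurin was added; resorufin fluorescence (525/598 nm) was read after 20 min.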
AmpC inh detg: qHTS Inhibitors of AmpC Beta-Lactamase (assay with detergent); AmpC hydrolysis of nitrocefin, absorbance 480 nm, 0.01% Triton; Potency, µM (doses to about 114 µM), inactives show at the top dose activity change, negative = inhibition, most hits filed as inhibitors; 370,000 tested, 0.041% active; AID 485294, 2010;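 note: potency is the fitted concentration of half-maximal effect; 0% = no-compound wells and -100% = no-enzyme wells; nearly all actives have a fitted effect of over 25% in size; some results filed as inactive show a strong effect at the top dose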
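AmpC (5.3 nM in the dispensed reagent) in 20 mM phosphate pH 7.0 with 0.01% (detergent screen) or 0.0001% Triton X-100 was preincubated with compounds for 15 min at room temperature. Nitrocefin was then added from an 800 uM solution, and hydrolysis was followed at 480 nm.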
HCMV inh: qHTS Assay for inhibitors of the human cytomegalovirus (HCMV). HFF cells, HCMV-luciferase reporter, 72 h; hits give low values. activity change, negative = inhibition, % at 57.5 µM. 410,000 tested, 4.5% active. AID 1259415, 2018; in the data active = activity change below about -60%; inconclusive = no clear call, values can overlap the other calls; inactive = above about -39%; note: % is set by controls: 0 for no effect and ±100 for the full control effect
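Luciferase read-out from HCMV-luciferase-infected HFFs (MOI 1 PFU/cell) 72 h post infection at 37C; compounds added after 16 h cell attachment; activity normalized between buffer-only basal and Salinomycin (10uM) inhibitor controls.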
AMA1-RON2 inh: qHTS for Inhibitors of AMA1-RON; Towards Development of Antimalarial Drug Lead: Primary Screen; 360,000 tested, 0.2% active; Plasmodium falciparum AMA1 (3D7) - RON2 peptide interaction; AID 720542, 2013; AlphaScreen AMA1-biotinylated RON2 peptide binding; Potency, µM (titrated, usually from 58.2 µM), without a hit: at the top dose activity change, negative = inhibition, usual class: inhibitors;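 note: potency is the fitted concentration of half-maximal effect; 0% = vehicle wells and -100% = peptide control; nearly all actives have a fitted effect of over 45% in size; some results filed as inactive show a strong effect at the top dose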
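AMA1 (3D7) with his tag at 25 nM final met compounds first, then biotinylated RON2 peptide at 25 nM; detection used donor plus acceptor beads, 10 µg/mL apiece, read by AlphaScreen after 30 min at room temperature.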
Shiga inhibitor: A qHTS for Small Molecule Inhibitors of Shiga Toxin; Vero cells, Shiga toxin protein synthesis inhibition reporter; inhibition, % at 38.7 µM; 290,000 tested, 9.2% active; AID 2315, 2010; in the data active = inhibition mostly above about 28%, no sharp cut-off; inactive = mostly below about 43%; note: 0% is about no effect
CHX counter: Cycloheximide Counterscreen for Small Molecule Inhibitors of Shiga Toxin; 300,000 tested, 12% active; cell reporter, cycloheximide protein synthesis inhibition counterscreen; AID 2314, 2010; max response, %; in the data active = max response mostly above about 13%, no sharp cut-off; inactive = mostly below about 14%; note: read at 38.3 µM for the half of the compounds with a filed dose; 0% is about no effect
The depositor's hits bear a star; ? = inconclusive; . = not tested or not shown; & = joins results of further samples; [ ] = remark or other dose. Unless noted, calls come from the whole dose curve; as a rule, active = well fitted curve in the direction sought with a large enough effect; inconclusive = small, poorly fitted or top-dose-only effect, or another doubt; inactive = no such curve, though single readings can be large; an effect the other way counts as inactive or inconclusive.

SMILES | AmpC no deterg | Giardia FBPA inh | AmpC inh detg | HCMV inh | AMA1-RON2 inh | Shiga inhibitor | CHX counter
CN(C(=O)Nc1ccc(S(=O)(=O)N(C)C)cc1)C1CCCCC1 | -15% | 1% | -7% | 32 | -3% | 6 | 7
Cc1cccc(NC(=O)c2ccccc2NC(=O)C(C)(C)C)n1 | 0% | 0% | -11% | 12 | 0% | -16 | -4
O=C(Cc1ccccc1)Nc1ccccc1N1CCOCC1 | 27% | . | -10% | 5 | -3% | 16 | 4
Cc1ccc(C(=O)OCC(=O)NCc2ccco2)cc1S(=O)(=O)N1CCOCC1 | -11% | . | -11% | -22 | 10% | . | .
O=C(CCNC(=O)c1ccccc1Cl)Nc1ccc(S(=O)(=O)Nc2ncccn2)cc1 | -23% | 11% | -5% | 58 | -9% | -15 | -4
Cc1cc(=O)c(C(=O)O)nn1-c1ccccc1F | -18% | -3% | -5% | -30 | 10% | -7 | -3
CCN1C(=O)/C(=C2/SC(C)=C(C)N2CC)SC1=S | -3% | -3% | -10% | -3 | -20% | -22 | 0
O=C(NCc1cccnc1)c1cc(-c2ccc(Cl)cc2)oc1C(F)(F)F | 46% | 0% | 4% | 1 | 2% | -7 | -1
CCC(=O)N1CCCC(C(=O)c2ccc(-c3ccccc3)cc2)C1 (stereo not given) | 107%[activator] | 17% | -3% | 23 | -1% | 47 | 13*
O=C(/C=C/c1ccccc1)NC(=S)Nc1ccc(N2CCOCC2)cc1 | -9% | -4% | 0% | -13 | -2% | 10 | -2
Cc1nc(C(=O)O)nn1-c1cc(Cl)ccc1Cl | -15% | -8% | 1% | -36 | -11% | 21 | -1
O=[N+]([O-])c1ccc(Cc2ccncc2)cc1 | -12% | 1% | 4% | 5 | -17% | -14 | -4
O=C(c1ccc(Cl)cc1Cl)N1CCC(C(=O)N2CCOCC2)CC1 | 1% | 1% | -2% | -33 | -2% | -11 | -1
Cc1ccc(NC(=O)Nc2ccc3c(c2)nc(C)n3C)cc1 | 12% | 3% | 5% | 67 | 9% | 54* | 33*
COc1ccc(N(C(=O)c2snc(C(N)=O)c2N)C(C(=O)NC2CCCC2)c2ccc(C)o2)c(OC)c1 (stereo not given) | 5% | 1% | 8% | ? | 1% | -6 | -6
Cc1ccc(S(=O)(=O)N(CC(=O)NCc2ccco2)Cc2ccccc2F)cc1 | 0% | ? | -12% | ? | -4% | -2 | 1
S=C(Nc1ccccc1Oc1ccccc1)Nc1cccc(Cl)c1Cl | -39% | -8% | ? | 28 | 37%[activator] | -6 | -3
Cc1ccc(CN2CCNC(=O)C2CC(=O)NC2CCCCCC2)cc1 (stereo not given) | 57% | . | 5% | 30 | 27% | -5 | -3
NS(=O)(=O)c1ccc(CCNC(=O)NC2(C(F)(F)F)Oc3ccccc3O2)cc1 | -21% | 2% | -15% | 41 | 5% | 23 | 0
O=C(NNC(=O)C1CC1)c1cc(Cl)nc2ccccc12 | -5% | . | -7% | 49 | 43%[activator] | 2 | -1
Cc1nn(CC(=O)NC2CCCCC2)c(=O)c2cccn12 | -13% | -5% | -17% | -19 | 0% | 1 | 11
COc1ccc(S(=O)(=O)N(CCCN2CCCC2=O)Cc2cc3c(C)ccc(C)c3[nH]c2=O)cc1 | 219%[activator] | -9% | -13% | ? | 9% | -11 | 12
Cc1ccc(-c2csc(N3CCN(c4cc5c(cc4Cl)nc(-c4ccncc4)n5CCOCCO)CC3)n2)cc1 | 151%[activator] | ? | 1% | . | 67%[activator] | -4 | -2
CCOC(=O)Cc1csc(NC(=O)Nc2ccccc2)n1 | -39% | 0% | -2% | 5 | 6% | 46 | 22*
Cc1nn(CC(=O)N2CCN(C34CC5CC(CC(C5)C3)C4)CC2)c(C)c1[N+](=O)[O-] | -5% | -11% | -13% | -31 | 9% | -12 | -1
The list continues.
SMILES | AmpC no deterg | Giardia FBPA inh | AmpC inh detg | HCMV inh | AMA1-RON2 inh | Shiga inhibitor | CHX counter
Cc1nnc(NC(=O)C2CCCC2)s1 | -16% | . | 0% | 15 | -3% | -36 | -3
C[C@H](CO)N1C[C@H](C)[C@@H](CN(C)Cc2ccc(Cl)c(Cl)c2)Oc2c(NC(=O)c3ccncc3)cccc2C1=O | 207%[activator] | . | . | 11 | -9% | . | .
CCN(CC(=O)NC(C)C)C(=O)CCNC(=O)c1ccc(Cl)cc1 | -1% | 1% | -1% | -27 | -4% | 2 | -2
CCOC(=O)Cc1csc(N/C(=N/S(=O)(=O)c2ccc(F)cc2F)c2ccccc2)n1 | -14% | -1% | 0% | ? | -12% | -12 | -3
CC1CCN(C(=O)CSc2nnc3ccc(-c4cccnc4)nn23)CC1 | 0% | . | -11% | -4 | 0% | . | .
Cc1nc2sc(C(c3cccs3)N3CCN(c4cccc(Cl)c4)CC3)c(O)n2n1 (stereo not given) | 99%[activator] | 6% | -2% | -62* | 43%[activator] | -5 | -1
O=C(Nc1ccccc1O)c1ccc(Cl)cc1 | -23% | -8% | 4% | 190 | -7% | 95* | 42*
FCCCOc1ccc(-c2nccc(-c3ccc(Cl)cc3)n2)cc1 | 0.11µM* | -1% | 5% | -32 | 10% | -4 | -1
CCOC(=O)CSc1nc(C)cc(C)c1C#N | -14% | -4% | -14% | -4 | 7% | -12 | -1
Cc1ccc(CC(=O)N2CCN(c3cccc(C(F)(F)F)c3)CC2)cc1 | 119%[activator] | . | -4% | -18 | 22% | -23 | 2
COc1ccc2oc(C(F)(F)C(F)F)cc(=O)c2c1 | -5% | 6% | -12% | -5 | -1% | -6 | -3
Cc1cc(NC(=O)COC(=O)C2CCN(S(=O)(=O)c3cccc(Cl)c3Cl)CC2)no1 | -16% | 1% | -9% | -10 | 0% | -14 | -5
Cc1ccc(NC(=O)C2(NC(=O)c3ccccn3)CCCCC2)cc1Br | ? | ? | -8% | 4 | 7% | 8 | 6
CCOc1ccc(NCC(=O)Nc2ccc(C)cc2C)cc1 | -32% | ? | ? | ? | -9% | 5 | 23
COc1ccc(N=C2NC(=O)/C(=C/c3ccco3)S2)cc1 | 11µM* | -5% | 2% | -68* | -12% | 36 | 36*
CC1CC1C(=O)N(CCC1=CCCCC1)c1c(N)n(Cc2ccccc2)c(=O)[nH]c1=O (stereo not given) | -24% | . | ? | -11 | -9% | . | .
CCOC(=O)c1cnc2ccccc2c1NCCc1ccc(OC)c(OC)c1 | 52% | 3% | 7%&4% | -18&-3 | ? | -23 | -2
NC(=O)c1ccc(N2CCCCC2)c(N2C(=O)CCC2=O)c1 | -7% | 2% | -8% | -2 | -11% | 24 | -2
CC(C)(C)OC(=O)NCCCCCc1cn([C@@H](CO)C(=O)NCCCCCCCCCCC(=O)N2CCN(C(=O)OC(C)(C)C)CC2)nn1 | 271%[activator] | . | 6% | -95* | -1% | . | .
CCOc1cccc(CN(C)CC2CCCN(CCc3ccc(Cl)cc3)C2)c1O (stereo not given) | 72%[activator] | -1% | -5% | -12 | 0% | -8 | 2
COc1cc(-c2nc3cnccn3c2Nc2ccccc2)ccc1O | -37% | 0% | -10% | 196 | 4% | 8 | -2
COc1cccc(CNC(=O)CC(NC(=O)c2ccccc2)c2ccccc2)c1 (stereo not given) | -18% | . | ? | -7 | -9% | . | .
COc1cccc(CNC(=O)COC(=O)CN(C)S(=O)(=O)c2ccc(NC(C)=O)cc2)c1 | 0% | . | -4% | 31 | 5% | 17 | -2
CC1=C(C)/C(=N\OC(=O)/C=C/c2ccccc2)C=CC1=O | -7% | . | -21% | -31 | -7% | -10 | 24
Cc1sc(NC(=O)CSc2nnc(COc3ccccc3)n2C)c(C#N)c1C | -26% | 6% | -6% | 20 | 24% | -3 | -3

Structures listed so far containing a thiophene ring, fused or not (2):
SMILES | AmpC no deterg | Giardia FBPA inh | AmpC inh detg | HCMV inh | AMA1-RON2 inh | Shiga inhibitor | CHX counter
Cc1nc2sc(C(c3cccs3)N3CCN(c4cccc(Cl)c4)CC3)c(O)n2n1 (stereo not given) | 99%[activator] | 6% | -2% | -62* | 43%[activator] | -5 | -1
Cc1sc(NC(=O)CSc2nnc(COc3ccccc3)n2C)c(C#N)c1C | -26% | 6% | -6% | 20 | 24% | -3 | -3

Part of the list above in order of count of non-hydrogen atoms, lowest first:
SMILES | AmpC no deterg | Giardia FBPA inh | AmpC inh detg | HCMV inh | AMA1-RON2 inh | Shiga inhibitor | CHX counter
CCOc1ccc(NCC(=O)Nc2ccc(C)cc2C)cc1 | -32% | ? | ? | ? | -9% | 5 | 23
FCCCOc1ccc(-c2nccc(-c3ccc(Cl)cc3)n2)cc1 | 0.11µM* | -1% | 5% | -32 | 10% | -4 | -1
COc1cccc(CNC(=O)CC(NC(=O)c2ccccc2)c2ccccc2)c1 (stereo not given) | -18% | . | ? | -7 | -9% | . | .

The listing continues:
SMILES | AmpC no deterg | Giardia FBPA inh | AmpC inh detg | HCMV inh | AMA1-RON2 inh | Shiga inhibitor | CHX counter
COCCN(C(=S)Nc1ccc(OC)cc1)C(C)c1cccs1 (stereo not given) | -29% | -13% | -9% | ? | -21% | 1 | -3
COC(=O)c1ccc(NC(=O)c2ccccc2N(C)S(=O)(=O)c2ccccc2)cc1 | -17% | -6% | 3% | 5 | 3% | 8 | 16*
O=C(Nc1ccc(N2C(=O)CCC2=O)cc1Cl)c1cccs1 | -9% | 3% | 0% | -30 | -1% | 10 | 11
O=C(NCC1CCCO1)C(c1cccnc1)N(C(=O)Cc1cccs1)c1cccnc1 (stereo not given) | 0% | 3% | ? | -10 | 9% | -15 | 1
COc1ccccc1NC(=O)COC(=O)c1c(C)nn(-c2ccccc2)c1C | 10% | . | -3% | -10 | -1% | . | .
O=C(c1ccc(COc2ccc(Br)cc2)o1)N1N=C(C(F)F)CC1(O)C(F)F (stereo not given) | -20% | 0% | -8% | 2 | 49%[activator] | -1 | -3

For convenience, some entries already given.
SMILES | AmpC no deterg | Giardia FBPA inh | AmpC inh detg | HCMV inh | AMA1-RON2 inh | Shiga inhibitor | CHX counter
COC(=O)c1ccc(NC(=O)c2ccccc2N(C)S(=O)(=O)c2ccccc2)cc1 | -17% | -6% | 3% | 5 | 3% | 8 | 16*
O=C(Nc1ccc(N2C(=O)CCC2=O)cc1Cl)c1cccs1 | -9% | 3% | 0% | -30 | -1% | 10 | 11
O=C(NCC1CCCO1)C(c1cccnc1)N(C(=O)Cc1cccs1)c1cccnc1 (stereo not given) | 0% | 3% | ? | -10 | 9% | -15 | 1
COc1ccccc1NC(=O)COC(=O)c1c(C)nn(-c2ccccc2)c1C | 10% | . | -3% | -10 | -1% | . | .
O=C(c1ccc(COc2ccc(Br)cc2)o1)N1N=C(C(F)F)CC1(O)C(F)F (stereo not given) | -20% | 0% | -8% | 2 | 49%[activator] | -1 | -3

Source: PubChem

Rows are unselected; 16% or so of the library scored in one or more.
